Screens: PubChem, several laboratories
zVAD death inh: L929 zVAD cell death inhibition. L929 zVAD necroptosis rescue, ATP luminescence, 24 h; with zVAD 60 µM. viability rescue, % at 10 µM. 220,000 tested, 0.38% active. AID 1377;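 active = activation, scaled between plate controls, above about 75%, limit read from the data; inactive = activation under that limit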;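 note: 0% = zVAD with DMSO and 100% = DMSO alone without zVAD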
PPC-1+TRAIL kill: compounds killing PPC-1 cancer cells with TRAIL present (potentiator screen, no TRAIL-free arm) | PPC-1 cells + TRAIL, ATPLite viability luminescence | cell killing (% activity), % at 4 µM | 220,000 tested, 0.41% active | AID 1443;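 active = cell killing above 50% in the first pass at 4 µM, then a duplicate retest at 5 µM averaging 50% or more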;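 note: plate controls were cells with TRAIL plus DMSO for no effect and medium-only wells lacking cells for full effect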
FXIa inh 1536: factor XIa (human) inhibition; AID 798; purified FXIa, Boc-Glu-Ala-Arg-AMC fluorogenic substrate; inhibition, % at 5 µM; 220,000 tested, 0.14% active; P03951;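 active = inhibition of at least 40%; inactive = inhibition below 40%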;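 note: fluorescence of freed AMC excited at 355 nm; 0% = enzyme without compound and 100% = no enzyme blank; many of its hits are not listed in these tables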
FXIIa inh 1536: blocks human coagulation factor XIIa protease activity; P00748; purified FXIIa, Boc-QGR-AMC fluorogenic substrate, 2 h; inhibition, % at 5 µM; 220,000 tested, 0.3% active; AID 800; in the data active = inhibition above about 40%;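 note: 0% = enzyme with no compound and 100% = blank without enzyme; many of its hits are not listed in these tables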
PGE2 EP2 inh: EP2 receptor (human) inhibition | P43116 | C6 glioma cells expressing human EP2, cAMP TR-FRET; cells stimulated with saturating PGE2 | inhibition, % at 25 µM | 260,000 tested, 0.52% active | AID 1422;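 active = percent inhibition above 40 after rounding to a whole number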;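 note: rat C6 glioma host cells with rolipram phosphodiesterase inhibitor present; the protocol text gives 20 µM as final concentration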
Target sequence (P43116 whole entry, looked up): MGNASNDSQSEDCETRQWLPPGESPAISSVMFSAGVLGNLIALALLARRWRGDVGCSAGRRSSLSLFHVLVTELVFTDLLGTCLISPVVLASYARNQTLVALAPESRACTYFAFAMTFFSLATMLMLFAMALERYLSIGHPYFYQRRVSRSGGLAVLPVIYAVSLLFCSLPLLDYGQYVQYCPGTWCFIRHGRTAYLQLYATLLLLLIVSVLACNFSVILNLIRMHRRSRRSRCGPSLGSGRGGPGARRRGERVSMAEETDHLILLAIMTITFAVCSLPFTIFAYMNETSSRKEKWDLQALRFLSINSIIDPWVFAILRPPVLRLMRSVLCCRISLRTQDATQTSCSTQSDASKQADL
Wee1 stabilizer: blocks degradation of human Wee1 kinase. HeLa Luc-Wee1K328M stability, luciferase luminescence; 100% = proteasome inhibitor MG132 effect. AID 1321. 220,000 tested, 1.2% active. P30291. reporter increase, % at 5 µM;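 active = activation above the mean of all tested compounds plus 3 SD, set per screening run, cut at about 8.8% in these data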;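 note: cells exposed to compound for 20 h before luminescence read; 0% = DMSO alone and 100% = MG132 at 30 µM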
Target sequence (P30291 whole entry K328M): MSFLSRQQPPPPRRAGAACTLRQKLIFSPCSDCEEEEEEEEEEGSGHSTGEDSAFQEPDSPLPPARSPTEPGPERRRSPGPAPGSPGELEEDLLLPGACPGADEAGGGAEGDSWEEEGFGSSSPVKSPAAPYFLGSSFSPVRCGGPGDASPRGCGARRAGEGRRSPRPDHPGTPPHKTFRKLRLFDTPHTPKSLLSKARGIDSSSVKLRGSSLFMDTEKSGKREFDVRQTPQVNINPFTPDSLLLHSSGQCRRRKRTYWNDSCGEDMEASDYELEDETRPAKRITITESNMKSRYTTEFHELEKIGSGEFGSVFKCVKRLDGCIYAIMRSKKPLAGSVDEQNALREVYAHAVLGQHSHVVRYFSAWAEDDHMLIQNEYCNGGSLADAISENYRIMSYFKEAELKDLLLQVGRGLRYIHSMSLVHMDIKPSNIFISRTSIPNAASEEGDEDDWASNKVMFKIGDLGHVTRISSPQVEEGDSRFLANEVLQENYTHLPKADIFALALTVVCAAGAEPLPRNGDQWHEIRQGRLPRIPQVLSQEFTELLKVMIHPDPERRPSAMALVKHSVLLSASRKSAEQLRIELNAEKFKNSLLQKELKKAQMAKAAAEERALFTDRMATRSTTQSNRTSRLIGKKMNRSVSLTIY
CHOP inhibitor: inhibitors of CHOP induction in ER stress response | 220,000 tested, 3.8% active | inhibition, % at 10 µM | CHO-K1 CHOP-promoter luciferase, tunicamycin-induced, 15-18 h | AID 2732;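 active = compounds that reduced the stress-induced luciferase reporter signal by more than about 70% of percent inhibition, limit read from the data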;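 note: 0% = tunicamycin plus vehicle and 100% = wells without tunicamycin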
Tb hexokinase: blocks Trypanosoma brucei hexokinase 1 activity; recombinant TbHK1, G6PDH-coupled NADH A340; 220,000 tested, 0.11% active; inhibition, % at 10 µM; AID 1430;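 active = inhibition of 50% or more in the single-dose primary screen; inactive = inhibition below 50%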
TNF necrop inh: TNF-alpha cell death inhibition in Jurkat FADD-/- cells | Jurkat FADD-/- TNF necroptosis rescue, ATP luminescence, 24 h; 0 = TNF only, 100 = no-TNF cells | activation (protection from cell death), % at 10 µM | 220,000 tested, 0.068% active | AID 463075;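 active = activation, meaning protection from cell death, of at least 50% relative to plate controls; inactive = activation below 50%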;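 note: necroptosis triggered by 40 ng/mL TNF-alpha added together with compound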
Numbers without * were called inactive; . = no result given; & = joins results of further samples; [ ] = another dose, or the depositor's remark. The list is partial; the hit share may differ from the screen's.

cpd	SMILES	zVAD death inh	PPC-1+TRAIL kill	FXIa inh 1536	FXIIa inh 1536	PGE2 EP2 inh	Wee1 stabilizer	CHOP inhibitor	Tb hexokinase	TNF necrop inh
1	Cc1cc(C)c(S(=O)(=O)N2CCCOC2CNC(=O)C(=O)NCc2ccco2)c(C)c1 (stereo not given)	0.8	22	6	6	8	4	9	-1	-0.2
2	O=S(=O)(NCCn1ccc2ccccc21)c1ccccc1	0.7	14	4	16	11	0	22	4	0.3
3	O=C(O/N=C1\CCCc2ccccc21)c1cccs1	1.9	0	-3	3	3	0	-11	-1	0.6
4	CCOC(=O)c1cc(C)sc1/N=C/C1=C(O)CCCC1=O	2.3	36	-10	-1	2	1	43	-2	-0.9
5	O=C(CNCC1(N2CCOCC2)CCCCC1)Nc1ccc(Cl)cc1	0.0	34	-1	4	11	19*	-14	7	-1.4
6	C(=N\Nc1nc2ccccc2[nH]1)/c1ccccn1	35	79*[5 µM]	0	8	3	-4	85*	-13	-15
7	COc1cccc(-c2csc(N3CCN(C(=S)Nc4ccccc4)CC3)n2)c1	0.0	14	-5	-4	14	3	39	-1	-9.8
8	O=S(=O)(Nc1ccc2c(c1)OCCO2)c1cccc2nsnc12	0.3	17	-7	-6	10	-1	68	-7	-4.8
9	OC(COCc1ccccc1)Cn1cnc2ccccc21 (stereo not given)	0.3	18	1	4	7	0	0	3	-0.9
10	CC(NC(N)=O)C(=O)OCC(=O)c1ccc(-c2ccccc2)cc1 (stereo not given)	1.8	7	0	11	3	-4	9	-3	-1.1
11	Cc1ccc(-c2csc3ncn(/N=C/N(C)C)c(=O)c23)o1	0.2	4	3	19	15	-1	20	-10	-0.9
12	CCOc1cccc(=O)c2c(C)n(Cc3ccco3)c(C)c12	0.2	18	17	27	5	-2	-75	-2	-1.4
13	CN=C(C)/C(C(=O)OC)=C(/O)c1ccc(Cl)cc1Cl	1.4	2	-7	4	3	-1	3	-8	0.9
14	CC(=O)c1c(C)[nH]c(C(=O)Nc2nc(-c3ccc(Cl)cc3)cs2)c1C	0.4	22	11	24	41*	4	35	-7	1.2
15	CC1Cc2nc(SCC(=O)Nc3ccc(F)cc3F)n(C)c(=O)c2S1 (stereo not given)	-0.2	14	1	7	1	-1	5	-12	-0.1
16	Cn1c(=O)c2c(c3ccccc31)OC(=O)CC2c1cccnc1 (stereo not given)	-1.3	21	4	8	10	0	-5	-1	-0.4
17	CCN(CC(=O)NC(C)C)C(=O)c1ccc(Cl)cc1	1.3	-12	4	7	10	2	9	-16	1.7
18	COC1=CC(=O)OC12CCCCC2	0.2	8	19	19	10	2	-7	-3	2.3
19	CCOC(=O)C1=C(N)OC2=C(C(=O)CC(C)(C)C2)C1c1cc(CSc2nnnn2C)cs1 (stereo not given)	0.6	3	11	12	6	-3	14	-4	4.1
20	Cc1nc2nc[nH]n2c(=O)c1C/C=C/c1ccccc1	1.6	-7	-2	4	3	-2	0	-2	0.5
21	O=C(CCN1CCC(c2ccccc2)C1)c1ccccc1 (stereo not given)	0.4	30	2	3	7	-1	-23	-2	-3.8
22	CCOc1ccc(OCC)c(NC(=O)CCCN2C(=S)NC(C)(C)CC2C)c1 (stereo not given)	-0.5	3	7	8	8	-2	20	3	2.7
23	O=C(Nc1nccs1)NC1CCCCC1	11	-5	-1	8	2&4	0	31	-3	3.7
24	CCO[C@@H]1OC(C(=O)N2CCN(Cc3ccc4c(c3)OCO4)CC2)=C[C@H](c2coc3ccccc3c2=O)[C@H]1CCCO	0.0	-9	-2	4	22	3	23	-8	6.0
25	CCC(CO)NC1=CC(=O)CCC1 (stereo not given)	0.6	-14	-1	12	6	-1	3	6	-1.1
26	O=C(N/N=C/c1cn(-c2ccccc2)nc1-c1cc2ccccc2o1)c1ccncc1	.	12	-5	1	20	1	58	-17	-10
27	CC1(C)CC(=O)C/C(=N\NC(=O)C2C3CCCCC32)C1 (stereo not given)	8.6	5	-5	5	6	-1	-5	-2	0.0
28	CC(=O)NCCc1nc2ccccc2n1CCc1ccccc1	-0.2	3	2	13	11	-1	5	6	0.3
29	CC(C)C(=O)Nc1nc2cc3c(cc2s1)OCCO3	0.4	29	-2	8	4	8	-9	-15	-2.8
30	S=C(NCc1cccnc1)Nc1cccc(Cl)c1	0.2	6	-5	-1	-2	-1	22	4	-2.8
31	COc1cccc2cc(-c3nnc(SCC(=O)NCc4ccccc4)n3C)oc12	-0.3	-1	-2	18	3	-2	11	6	-1.2
32	CCOC(=O)c1ccc(NC(=O)c2nc[nH]c2C(=O)N[C@@H](CCCCNC(=O)OC(C)(C)C)C(=O)OC(C)(C)C)cc1	0.8	6	0	8	12	.	45	-29	0.2
33	CCC(=O)N(Cc1cc(=O)[nH]c2ccccc12)c1ccccc1C	0.2	-2	-7	10	11	2	11	-19	1.3
34	CC1(C)CN=c2s/c(=C\c3ccc(Cl)cc3)c(=O)n2C1	14	23	-4	6	7	7	11	-17	0.6
35	COCCNC(=O)C(OC(=O)c1cc2oc(C)cc2n1C)C(C)C (stereo not given)	-0.2	23	-4	3	1	1	-4	0	-0.9
36	Cc1ccc(C2CN(C)C3(C(=O)Nc4ccccc43)C23COc2ccccc2C3=O)cc1 (stereo not given)	0.4	13	0	9	.	2	107*	-10	-2.9
37	Cc1ccc2c(c1)C(c1ccc(F)cc1)N(C(=O)C1CC1)CC(=O)N2 (stereo not given)	-1.3	22	-5	5	6	1	19	0	-12
38	COc1ccc(N2CCN(C(=O)CSc3nnc(CNc4ccccc4)o3)CC2)cc1	0.7	-3	0	5	10	0	16	-3	-1.3
39	Cc1ccc(S(=O)(=O)Oc2ccc(N3C(=O)C4C5CCC(C5)C4C3=O)cc2)cc1 (stereo not given)	-0.4	16	-8	2	5	-1	-19	-4	1.0
40	CCSc1ncc(C#N)c(=O)[nH]1	-0.1	2	4	7	18	2	9	1	-1.0
41	OC(CNCc1ccccc1C(F)(F)F)C(F)(F)F (stereo not given)	0.6	12	-4	1	10	-2	-11	-2	0.6
42	CC(NC(=O)c1ccccc1N)c1ccccc1 (stereo not given)	1.8	17	-4	5	7	3	14	-3	0.3
43	CC(=O)Oc1cc2oc(=O)c3c(c2cc1Cl)CCC3	-0.7	11	-11	-3	2	-1	99*	-21	-0.5
44	CCOc1ccc(Cl)cc1CSc1n[nH]c(C)n1	0.7	-5	0	.	5	-3	-6	3	-1.6
45	CCC1CCCCN1C(=O)c1cc(-c2ccc(Cl)c(Cl)c2)on1 (stereo not given)	28	14	4	9	9	4	12	-9	3.9
46	CCOC(=O)c1c(CC(C)C)csc1NC(=O)COC(=O)c1cc(OC)c(OC)cc1[N+](=O)[O-]	0.8	8	10	4	7	-1	6	-9	0.8
47	c1ccc(-c2ccc(-c3nccc4ccccc34)[nH]2)cc1	0.9	13	-5	0	22	1	46	-11	-5.5
48	C/C(=N\Nc1nc(N2CCOCC2)nc(N2CCOCC2)n1)c1ccc([N+](=O)[O-])cc1	18	.	0	4	8	0	11	-27	0.8
49	COCCCN1CN(Cc2ccccc2)CNC1=S	-0.2	1	-5	4	7	-1	1	-4	1.1
50	Cc1cc(C)cc(OC(=O)CCN2C(=O)C3C4C=CC(C5CC45)C3C2=O)c1 (stereo not given)	20	5	0	10	3	2	5	4	-0.1
51	Cc1cc(C)n(-c2ccc(C(=O)Nc3cccc(S(=O)(=O)N(C)C)c3)cc2)n1	-0.3	20	2	7	5	0	58	-2	-3.7
52	O=C(O)c1ccc(N2C(=O)C3C4c5ccccc5C(Br)(c5ccccc54)C3C2=O)cc1 (stereo not given)	1.4	14	-3	4	2	-2	-2	-5	0.2
53	COc1ccccc1CNc1ccc2nnc(CCNC(=O)c3ccccc3)n2n1	0.7	15	-3	6	5	2	37	-4	-0.4
54	COc1cccc(C(=O)Oc2c(Br)cc(Br)cc2/C=N/NC(=O)c2cc(C)[nH]n2)c1	8.1	17	11	16	4	-3	66	-8	-6.0
55	Cc1cc(=O)oc(C)c1C(=O)NCc1c(F)cc(F)cc1F	-0.1	-10	-2	7	10	7	6	-35	0.4
56	COc1ccc(CN2C(=O)CN(C3CCCCCC3)C(=O)C2c2ccc(OC)c(OC)c2)cc1 (stereo not given)	0.3	10	1	6	10	1	4	1	-2.0
57	COCCNC(=O)NC12CC3CC(CC(C3)C1)C2	3.6	29	-2	8	2	-3	-2	-5	0.6
58	CCCSC1=C(C#N)C(c2ccccc2OCC)CC(=O)N1 (stereo not given)	0.0	15	6	16	4	-1	31	7	-1.4
59	O=C(Nc1ccc(Cl)cc1)c1ccc(OC2CSC2)cc1	1.1	19	1	-2	2	21*	-11	9	0.4
60	CC(C)Cc1nc2oc3c(=O)[nH]cnc3c2c2c1CCCC2	.	9	13	14	7	2	-8	6	-1.4

Next section:
cpd	SMILES	zVAD death inh	PPC-1+TRAIL kill	FXIa inh 1536	FXIIa inh 1536	PGE2 EP2 inh	Wee1 stabilizer	CHOP inhibitor	Tb hexokinase	TNF necrop inh
61	CC(C)=CCN1CCN(Cc2cnc(C)s2)CC1CCO (stereo not given)	1.0	8	-3	4	8	3	2	0	0.9
62	Cc1ccc(CCc2nnc(SCC(=O)Nc3ccccc3Cl)n2-c2ccccc2)o1	0.7	0	3	-2	5	-1	33	3	4.3
63	CCCCn1nnc(NC(=O)c2ccc(-c3cccc(Cl)c3)o2)n1	0.2	0	5	8	15	0	17	-6	-0.4
64	CC(C)Oc1ccc(C(=O)NCc2ccco2)cc1	-0.2	6	-3	-9	12	-4	-15	3	-1.8
65	CCOc1ncccc1C(=O)OCC(=O)Nc1cccc(C(C)=O)c1	-1.1	22	0	11	8	2	0	-1	-0.4
66	Cc1ccc(CNC(=O)C2CCCN(S(=O)(=O)c3cccnc3)C2)cc1 (stereo not given)	-0.3	-4	-5	-6	9	0	16	3	-0.1
67	CCOC(=O)Nc1ccc(NC(=O)c2ccccc2F)cc1	3.3	23	3	10	10	4	8	-1	1.8
68	COc1ccc(C(=O)c2sc3nc(C)cc(-c4cccs4)c3c2N)cc1OC	1.8	10	-10	0	4	-2	36	-13	1.2
69	COCCCNC(=O)C(=O)N/N=C/c1ccc(OCC(=O)Nc2cccc(Cl)c2C)c(OC)c1	-0.1	18	14	18	6	-3	3	-24	-1.7
70	O=Cc1ccc(N2CCCC2)c(F)c1	0.6	14	3	10	27	2	1	-34	-1.7
71	COc1cc(OC)cc(C(=O)N(CCCN2C(=O)c3cccc4cccc(c34)C2=O)c2cccc(OC)c2)c1	-0.7	11	5	10	7	1	29	-5	1.8
72	N#Cc1c(Cl)cccc1N1CCC(C(N)=O)CC1	1.2	43	0	2	6	-1	12	-11	-2.5
73	CCCCC(=O)c1c(O)c2ccccc2oc1=O	0.8	20	15	10	2	-1	50	9	0.4
74	CCC(=O)NC(c1ccccc1)c1c(OC(C)=O)ccc2ccccc12 (stereo not given)	0.4	11	-4	8	12	-2	25	-9	-2.1
75	CCN(CC)c1ccc(N=Cc2ccc(N(CC)CC)cc2O)cc1	-0.2	13[5 µM]	5	10	12	-1	-3	-8	2.7
76	Cc1cc(CSc2ccccc2)ccc1NC(=O)COc1ccccc1	-0.3	17	3	12	17	0	54	4	-5.8
77	CCCNC(=O)Cn1cnc2sc(C(=O)Nc3ccc4c(c3)OCO4)c(C)c2c1=O	0.2	10	-2	10	8	-1	-29	-5	-2.7
